Bioassay records from PubChem BioAssay.
AHR activator = activates the human aryl hydrocarbon receptor; hit rate 2.5% among 320,000; AHR-responsive luciferase reporter cells, luminescence; activation, % at 5 µM; P35869; AID 2796; in the data active means activation above about 47%;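 further: 0% = vehicle wells and 100% = reference agonist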
procasp7 counter = activates human procaspase-7, counter-screen for procaspase-3 activators; recombinant procaspase-7, Ac-DEVD-pNA absorbance 405 nm; D23A/D198A/D206A triple mutant, cannot self-cleave; scale: DMSO 0, 5 µM enzyme 100; activation, % at 8.5 µM; hit rate 0.093% among 330,000;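 active means percent activation above the screen-wide mean plus 3 SD, cut at about 25% in these data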
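signal = Epi-absorbance of released pNA at 405 nm, two timepoints | assay system = Uncleavable procaspase-7 mutant enzyme | reagent = Ac-DEVD-pNA substrate, 400 µM as added | times = 1 h enzyme–compound preincubation and 2 h substrate reaction, both 25 °C | benchmarks = low DMSO alone, high DMSO plus 5 µM PC-7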
LAP4-GFP MLPCN = yeast TOR pathway LAP4-GFP modulation; GFP response vs DMSO, % at 10 µM; hit rate 0.34% among 320,000; S. cerevisiae LAP4-GFP multiplex, flow cytometry GFP, 3 h; median GFP as percent of DMSO wells; AID 2023;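 active means GFP response vs DMSO above a set limit, about the screen mean plus 3 SD, cut at about 150% in these data; inconclusive means under 70 cell events counted for the yeast strain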
RPL19A-GFP yeast = alters RPL19A-GFP fluorescence in TOR pathway yeast screen | S. cerevisiae RPL19A-GFP strain, flow cytometry, 3 h; hits give low values | percent response vs DMSO, % at 10 µM | hit rate 0.3% among 330,000;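 active means percent response vs DMSO below 50%; inconclusive means fewer than 70 events counted for the yeast strain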;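 further: median channel GFP fluorescence of the barcoded RPL19A-GFP strain; ratio of sample median GFP to plate DMSO average so 100% = DMSO; lower means less RPL19A-GFP as with rapamycin TOR inhibition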
EBNA-1 inh = blocks EBNA-1 binding to DNA; EBNA-1 DNA binding, fluorescence polarization; inhibition, % at 14.8 µM; hit rate 0.34% among 300,000; AID 1950; in the data active means inhibition above about 28%
proCasp3 act = activates human procaspase-3; P42574; recombinant procaspase-3 D3A, Ac-DEVD-pNA absorbance 405 nm; activation, % at 8.5 µM; hit rate 0.11% among 330,000; AID 463141;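 active means activation above the mean of all tested compounds plus 3 SD, cut at about 21% in these data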;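 further: 0% = DMSO alone and 100% = DMSO wells spiked with extra 5 µM PC-3 D3A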
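Assay system – Procaspase-3 D3A mutant, all three cleavage aspartates alanine · Controls – DMSO-only low control, 5 µM PC-3 D3A high control · Schedule – 1 h compound preincubation, 2 h substrate hydrolysis at 25 °C · Signal – 405 nm absorbance of p-nitroaniline, reads at 0 and 120 min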
MEP2-GFP yeast = alters MEP2-GFP fluorescence in TOR pathway yeast screen; hit rate 0.51% among 330,000; S. cerevisiae MEP2-GFP strain, flow cytometry GFP, 3 h; 100% = DMSO control level; GFP response vs DMSO, % at 10 µM; AID 2016;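 active means GFP response versus DMSO above a set limit, roughly screen mean plus 3 SD, cut at about 180% in these data; inconclusive means fewer than 70 cells counted for a yeast strain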;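 further: median GFP fluorescence of the barcode-gated MEP2-GFP cells per well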
ZTA counter = counter-screen for EBNA-1 inhibitors: inhibitors of Epstein-Barr virus ZTA | hit rate 0.15% among 320,000 | ZTA-DNA binding, fluorescence polarization | inhibition, % at 11 µM | P03206 | AID 2234; in the data active means inhibition above about 33%
* hit, by the source's call; ? = inconclusive; . = not tested or not shown; [ ] = dose if it differs, or a comment.

SMILES	AHR activator	procasp7 counter	LAP4-GFP MLPCN	RPL19A-GFP yeast	EBNA-1 inh	proCasp3 act	MEP2-GFP yeast	ZTA counter
COC(=O)C1=C[C@@H](C(=O)OC)C2C3=C(C(=O)C24CCCCC4)[C@H](C)n2c(=O)n(C)c(=O)n2[C@@H]3C1 (stereo partly specified)	1	4	110	102	13	3	92	-18
Cc1ccc2c(c1)N=C(c1ccc(F)cc1)CO2	35	2	93	93	-4	2	96	6
Cc1cc(NC(=S)NC(=O)CC(C)C)ccc1Br	64*	-4	100	96	0	3	107	3
O=C(O)c1cccc(NCc2ccncc2)c1	0	6	93	94	5	4	91	4
COCCCNC(=O)c1ccc(CS(=O)(=O)c2ccc(Br)cc2)o1	1	6	93	97	11	2	104	8
COCCNC(=O)C(NC(=O)C1CCCCC1)C(C)C (stereo unspecified)	0	0	114	95	3	14	101	-7
CCCC(=O)OC1CC(C)N(C(=O)c2ccccc2)c2ccc(C)cc21 (stereo unspecified)	0	0	98	95	10	4	98	19
CCOC(=O)c1sc(NC(=O)C2CC(=O)N(c3ccccc3OC)C2)nc1C (stereo unspecified)	1	5	104	105	.	3	107	0
O=C(OCC(=O)N1CCN(C(=O)c2ccco2)CC1)c1ccccc1C(=O)c1ccccc1	2	-1	89	90	9	4	92	-14
CC(/C=C1\SC(=S)N(NS(=O)(=O)c2ccc(C)cc2)C1=O)=C\c1ccccc1	-3	-5	107	104	23	-7	102	23
O=C(c1cccc(Br)c1)N1CCCc2ccccc21	1	1	103	98	9	4	101	8
CC1CCCCN1C(=O)CSc1nnc2c(n1)[nH]c1ccc(F)cc12 (stereo unspecified)	3	1	95	101	24	-5	104	-17
COc1ccccc1NC(=S)N1CCC(NC(=O)c2ccco2)CC1	1	3	137[may fluoresce violet]	24*[may fluoresce violet]	-4	-1	?	0
CC(CC(=O)N(C)C1CCCCC1)S(=O)(=O)c1ccc2c(c1)NC(=O)CO2 (stereo unspecified)	0	-1	111	98	6	8	111	-7
Cc1ccc(C(=O)NNC(=O)c2ccncc2)cc1C	1	-7	97	98	-2	-7	106	-25
O=C(Nc1ccccc1)OCc1cnc(Cl)s1	-3	-1	124	91	3	3	100	-17
O=C(CN(c1cccc(Cl)c1)S(=O)(=O)c1ccc(Cl)cc1)NCc1ccccn1	5	2	102	100	-5	-2	101	4
COc1cccc(NC(=O)C(C)C)c1	3	0	.	.	9	12	.	2
CCOC(=O)Cc1csc(NC(=O)COc2c(C)cccc2C)n1	0	8	100	97	7	7	102	-16
Clc1cccc(CSc2nnc([C@@H]3CCCN3)o2)c1	4	-2	105	98	9	0	102	6

The final 3 compounds of the section before come first, to join the parts:
SMILES	AHR activator	procasp7 counter	LAP4-GFP MLPCN	RPL19A-GFP yeast	EBNA-1 inh	proCasp3 act	MEP2-GFP yeast	ZTA counter
COc1cccc(NC(=O)C(C)C)c1	3	0	.	.	9	12	.	2
CCOC(=O)Cc1csc(NC(=O)COc2c(C)cccc2C)n1	0	8	100	97	7	7	102	-16
Clc1cccc(CSc2nnc([C@@H]3CCCN3)o2)c1	4	-2	105	98	9	0	102	6
Cc1ccsc1C(=O)Nc1ccccc1N1CCOCC1	0	10	94	101	10	-8	105	-7
Cc1nnc(SCC(=O)NC23CC4CC(CC(C4)C2)C3)s1	0	2	96	93	6	10	83	-4
CC1CCc2nc(/C(C#N)=C/c3cccnc3)sc2C1 (stereo unspecified)	22	-16	103	103	3	-15	105	-11
Cc1cc(=O)n2[nH]c(C(=O)O)nc2n1	0	7	91	88	2	0	93	-2
COc1ccccc1Nc1ccc(C(=O)NCc2cccs2)cn1	-9	7	112	96	-5	2	103	-1
CC1Cc2ccccc2N1C(=O)CSc1nc(-c2ccco2)cc(C(F)(F)F)n1 (stereo unspecified)	0	-2	85	94	5	-4	97	-19
O=C(O)CCCCCNC(=O)C(=O)C1C(=O)Nc2ccccc21 (stereo unspecified)	26	0	105	107	-1	2	102	-10
NC(=O)C1(C(N)=O)OC1c1ccc(Cl)cc1Cl (stereo unspecified)	0	4	102	109	10	-2	106	8
O=C(CNCCO)N1N=C(c2cccs2)CC1c1cccs1 (stereo unspecified)	0	-42	91	97	-10	-8	92	2
CCCCC1=CC2=C(c3ccco3)C(=O)C(C)(OC(=O)c3ccc(OC)cc3)C(=O)C2=CN1c1ccc(OC)cc1 (stereo unspecified)	-3	-18	110	100	-1	-4	94	3
Cc1ccc(C(=O)OCC(=O)N2CCC(c3ccccc3)=N2)c(C)c1	0	-2	112	100	4	-5	103	-8
Cc1cccc(-c2nc(CSCC(=O)NCc3cccs3)c(C)o2)c1	4	11	105	103	-4	2	102	6
COc1ccc([N+](=O)[O-])c(S(=O)(=O)c2ccccc2)n1	-3	-1	218*	73	-12	1	85	0
O=C(CCNS(=O)(=O)c1cccs1)Nc1ccccc1F	0	-9	98	97	-15	2	100	9
O=C(NCCc1ccccc1)C1CCCN1C(=O)Nc1ccc(F)cc1 (stereo unspecified)	-1	2	102	100	1	6	111	-3
O=C(CN1C(=O)NC(Cc2c[nH]c3ccccc23)C1=O)Nc1cccc(S(=O)(=O)N2CCCCCC2)c1 (stereo unspecified)	22	3	98	100	-1	-5	106	-6
Cc1ccc(NC(=O)Nc2cccc(C)n2)cc1	25	0	98	110	12	-6	114	10
CC1(C)Cc2c(c(-c3ccccc3)nc3[nH][nH]c(=O)c23)CO1	-5	10	94	100	0	4	96	-19
Cn1c(=O)[nH]c(=O)c2c1nc(Br)n2C/C=N/Nc1ccccc1	6	-1	97	111	3	7	111	-4
Cc1ccc(CNC(=O)CS(=O)(=O)Cc2nc(-c3ccc(C)cc3)oc2C)cc1	3	-9	101	100	-3	7	107	-5

Ordered by value in MEP2-GFP yeast (lowest first): some entries from above.
SMILES	MEP2-GFP yeast
Cc1cc(=O)n2[nH]c(C(=O)O)nc2n1	93
Cc1ccc(CNC(=O)CS(=O)(=O)Cc2nc(-c3ccc(C)cc3)oc2C)cc1	107
Cc1ccc(NC(=O)Nc2cccc(C)n2)cc1	114

(next part)
SMILES	AHR activator	procasp7 counter	LAP4-GFP MLPCN	RPL19A-GFP yeast	EBNA-1 inh	proCasp3 act	MEP2-GFP yeast	ZTA counter
CN(C)Cc1ccccc1C1(O)c2ccccc2CSc2ccccc21 (stereo unspecified)	1	-4	97	99	5	-7	104	-3
Cc1noc(C)c1CN1C(=O)c2ccc([N+](=O)[O-])cc2C1=O	-2	14	95	100	2	6	98	-10
C=Cc1ccc(N=Cc2c(O)ccc3ccccc23)cc1	15	2	75	100	1	0	90	2
O=C(NCCc1ccccc1)c1cc2sccc2n1Cc1ccccc1	8	6	103	103	16	-9	115	-8
CC(=O)c1ccc(NC(=O)C2CCCNC2=O)cc1 (stereo unspecified)	-5	-2	102	102	2	-3	108	7
Cc1cccc(-c2nnc3sc(-c4ccccc4)nn23)c1	-13	11	100	97	9	3	98	6
CC(C)c1ccc(/C=C/C2=NNC(=O)CC2)cc1	14	-9	101	94	0	3	103	-7
O=C(COc1ccccc1F)Nc1ccccc1C(=O)NC1CC1	3	2	98	94	.	-1	96	10
Cc1ccc(NC(=O)CN2C(=O)S/C(=C\C(=O)Nc3ccc(Cl)cc3)C2=O)cc1	3	9	96	99	6	7	104	3
Cc1cc(C)n2nc(SCC(=O)Nc3ccccc3F)nc2n1	-2	14	102	98	.	5	99	-11
CCNC(=O)COc1ccc(CC)cc1	17	2	92	105	6	-4	98	-2
O=C(O)CC(SCC(=O)Nc1ccc(Cl)c(S(=O)(=O)N2CCOCC2)c1)C(=O)O (stereo unspecified)	1	-9	114	99	-15	8	100	-6
O=C(CSc1nnc(CNC(=O)c2ccccc2F)o1)Nc1ccc2c(c1)OCCO2	16	1	96	109	-7	4	103	5
CCN(C(=O)c1cccc(NC(=O)c2ccccc2)c1)C1CCCCC1	5	-4	104	101	6	-4	103	0
c1cncc(-c2nc(NCc3cccs3)c3ccccc3n2)c1	9	6	101	101	-16	5	102	-4
CCC1(c2ccccc2)NC(=O)N(CC(=O)NC2(C#N)CCCCC2)C1=O (stereo unspecified)	1	2	108	101	-14	-2	106	-4
O=C(NC(=S)Nc1ccc(Br)cc1)C1CCCCC1	6	0	98	105	0	5	103	0
CC(=O)c1c(COC(=O)c2cccc(C)c2)nc2ccccc2[n+]1[O-]	2	-9	125	102	-7	3	107	-14
CC(=O)OC[C@H]1O[C@@H](O/N=C/C[C@@H]2C=C[C@H](OC(C)=O)[C@@H](COC(C)=O)O2)[C@H](OC(C)=O)[C@@H](OC(C)=O)[C@@H]1OC(C)=O	0	-2	126	94	3	2	93	4
CCOc1ccc(Br)cc1S(=O)(=O)Nc1ccc(Cl)c(S(=O)(=O)N(CC)c2ccccc2)c1	0	-11	98	102	5	-1	105	0
COc1ccc(-n2cc(-c3ccccc3)[nH]c2=S)cc1	55*	-16	99	102	1	-6	105	-9
O=c1c2nnn(-c3ccc(Br)cc3)c2ncn1Cc1ccccn1	39	9	103	88	9	6	90	-16
Cc1ccc(C(=O)OCC(=O)NNC(=O)c2ccc([N+](=O)[O-])cc2)o1	3	7	105	102	-4	-1	102	-11
CS(=O)(=O)N(CCc1ccccc1)CC(=O)NCc1ccco1	-1	14	104	99	-5	0	97	-11
CCc1nnc(NC(=O)c2oc3ccc(Br)cc3c2C)s1	-5	-3	104	99	.	2	106	.
O=C(Nc1cc2ccccc2oc1=O)C1CCCCC1	0	4	105	95	2	7	98	5
CCc1ccc2nc(N(CCN(C)C)C(=O)/C=C/c3cccs3)sc2c1	12	-4	109	98	6	-2	108	11
CC12CCC(C(=O)Nc3cc(F)ccc3F)(CC1=O)C2(C)C (stereo unspecified)	1	5	101	85	2	2	84	10
COc1cc(CNCCO)cc(Cl)c1OCc1ccccc1Cl	1	11	99	105	4	0	104	4
O=C(NCc1ccccc1)c1ccc(CS(=O)(=O)Cc2ccc(F)cc2)o1	0	4	100	99	5	4	111	-11
O=[N+]([O-])c1ccccc1/C=N/N1CCN(c2ccc(Cl)cc2)CC1	-14	0	100	95	1	6	94	1
O=C(Cn1sc2ccccc2c1=O)N1CCN(C(=O)c2ccco2)CC1	12	11	102	99	0	-1	103	18
Nc1cc(C(F)(F)F)ccc1NCCc1ccccn1	64*	-13	101	109	-28	-5	108	-12
Cc1cc(C)n(CC(=O)N2c3ccccc3Sc3ccccc32)n1	-1	-13	101	102	-9	1	96	-13
COc1ccc(S(=O)(=O)Nc2cc(C)c(O)cc2C(C)C)cc1	1	8	94	101	9	-9	103	15
O=C(COc1ccc(Cl)cc1)Nc1cc(NC(=O)COc2ccc(Cl)cc2)cc(C(=O)O)c1	5	-5	94	96	-2	8	104	11
CCOC(=O)CSc1cn2c(n1)CCC2	1	-17	100	98	2	-5	100	4
N#Cc1c(N(CCO)CCO)nc(N)c2c(N)nc3c(c12)CC(=O)N3CC1CCCO1 (stereo unspecified)	1	-15	102	92	-11	-20	104	-18
COC(=O)c1cc(NS(=O)(=O)c2ccc(OC)c(OC)c2)ccc1Cl	-1	-8	98	94	9	9	100	2
Cc1ccc(Oc2ccc(NC(=O)C3=CC=CN4CCS(=O)(=O)N=C34)cc2)cc1	0	6	98	103	.	-3	102	-5
CC(C)(C)OC(=O)CNC(=O)c1[nH]cnc1C(=O)Nc1ccc(Cl)cc1	2	-4	134	98	2	-9	98	-2
